# RXFP1 agonist: qHTS Assay for Agonists of the Relaxin Receptor RXFP1; Relaxin receptor 1 (Homo sapiens), Q9HBX9; HEK293T-RXFP1 cAMP TR-FRET, 30 min; response scale: percent of porcine relaxin response, buffer zero; Potency, µM (titrated, usually from 57.5 µM), inactives show at the top dose activation, usual class: activators; hit rate 0.3% among 370,000; AID 2676, 2010; also: potency is read from the fitted curve at half-maximal effect; % is scaled to controls: 0 for no effect and ±100 for the full control effect; nearly all actives have a fitted effect of over 60% in size; many of its hits are not listed in these tables
#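 cAMP rise read by TR-FRET after 30 min, 37C compound exposure (up to 58 uM) in RXFP1-transfected HEK293 cells with Ro 20174 present. EC50 from Hill-equation fits, with 29 nM porcine relaxin as 100% and buffer as basal.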
# Apoferritin bind: qHTS Assay for Identification of Novel General Anesthetics; Ferritin light chain (Equus caballus), P02791; apoferritin/1-aminoanthracene competitive binding, fluorescence; Potency, µM (series often up to 77.5 µM), inactives show at the highest dose activity change, negative = displacement, usual class: inhibitors; hit rate 0.074% among 350,000; AID 485281, 2010; also: potency is read from the fitted curve at half-maximal effect; % is scaled to controls: 0 for no effect and ±100 for the full control effect; nearly all actives have a fitted effect of over 20% in size
# Target sequence (P02791 2-175 limits assumed): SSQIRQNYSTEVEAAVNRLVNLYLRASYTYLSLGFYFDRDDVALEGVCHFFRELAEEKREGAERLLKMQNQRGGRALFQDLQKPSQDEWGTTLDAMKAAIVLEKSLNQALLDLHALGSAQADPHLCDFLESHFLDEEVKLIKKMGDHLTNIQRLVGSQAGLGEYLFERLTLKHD
#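 Read-out: endpoint 1-AMA fluorescence, excitation 380 nm and emission 535 nm, after compounds sit 10 min at room temperature with 10 uM horse-spleen apoferritin in 50% saturated 1-AMA/PBS. Values come from four-parameter Hill fits.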
# D1 ag: Allosteric Agonists of the Human D1 Dopamine Receptor: qHTS | AID 504660, 2011 | HEK293 T-REx D1 cells, calcium flux, agonist mode | hit rate 1% among 360,000 | activation, % at 2 µM | D(1A) dopamine receptor (Homo sapiens), P21728; in the data active = activation above about 30%; also: 0% is about no effect
# Target sequence (P21728 whole entry, looked up): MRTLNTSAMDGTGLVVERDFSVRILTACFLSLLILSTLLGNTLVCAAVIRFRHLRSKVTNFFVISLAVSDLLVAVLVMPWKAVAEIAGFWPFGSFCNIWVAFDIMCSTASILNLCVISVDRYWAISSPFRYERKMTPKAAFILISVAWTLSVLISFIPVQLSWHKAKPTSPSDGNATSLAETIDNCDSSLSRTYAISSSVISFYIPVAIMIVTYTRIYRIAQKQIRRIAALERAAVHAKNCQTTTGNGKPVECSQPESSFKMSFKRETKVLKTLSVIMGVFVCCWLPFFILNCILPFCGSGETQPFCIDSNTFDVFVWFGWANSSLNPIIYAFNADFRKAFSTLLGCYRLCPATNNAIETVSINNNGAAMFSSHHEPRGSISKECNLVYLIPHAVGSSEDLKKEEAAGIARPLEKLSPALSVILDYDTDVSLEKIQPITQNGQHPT
#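 Inducible HEK293 T-REx D1 cells, force-coupled to calcium signalling, were plated at 4000 cells/well with tetracycline and held overnight at 30 C. After no-wash calcium dye loading, compound-evoked calcium rise over 180 s flagged agonists.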
# D1 PAM: Potentiators of Human D1 Dopamine Receptor: qHTS | D(1A) dopamine receptor (Homo sapiens), P21728 | hit rate 0.036% among 360,000 | AID 504651, 2011 | potentiation, % at 10 µM | HEK293 TREx D1 cells, calcium flux, dopamine EC20 potentiation; in the data active = potentiation above about 30%; also: 0% is about no effect
# TRHR PAM: qHTS for Small Molecule Agonists and Allosteric Enhancers of Human TRH Receptor: Primary Screen for Enhancers | AID 493056, 2011 | enhancement, % at 2 µM | TRHR cells, fluo-8 calcium fluorescence, EC20 TRH enhancement | hit rate 0.66% among 360,000; in the data active = enhancement above about 30%; also: 0% is about no effect
# Target sequence (P34981 whole entry, looked up): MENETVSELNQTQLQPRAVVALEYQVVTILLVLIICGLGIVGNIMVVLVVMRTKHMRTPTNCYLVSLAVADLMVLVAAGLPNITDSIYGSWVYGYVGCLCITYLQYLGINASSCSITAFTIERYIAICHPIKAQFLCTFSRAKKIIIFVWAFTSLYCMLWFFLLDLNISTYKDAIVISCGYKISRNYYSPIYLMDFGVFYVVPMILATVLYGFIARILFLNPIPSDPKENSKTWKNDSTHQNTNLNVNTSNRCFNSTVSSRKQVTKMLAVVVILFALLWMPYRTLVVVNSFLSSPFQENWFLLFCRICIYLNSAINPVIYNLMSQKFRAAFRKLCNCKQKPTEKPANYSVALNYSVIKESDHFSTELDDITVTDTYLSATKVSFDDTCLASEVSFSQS
#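 Enhancer read-out: after compound pinning and an initial kinetic agonist-mode read, an EC20 of TRH (10 nM final) was injected and fluo-8 calcium signal (Ex 480/Em 530) followed at 1 s/cycle for 100 cycles in TRHR-expressing cells.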
# D2 potentiator: HTS Assay for Positive Allosteric Modulators of the Human D2 Dopamine Receptor: Primary Screen for Potentiators | D(2) dopamine receptor (Homo sapiens), P14416 | HEK293 T-REx D2, calcium flux, EC20 dopamine potentiation | potentiation, % at 10 µM | hit rate 0.34% among 340,000 | AID 485347, 2010;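 active = potentiation over 3 SD above the plate norm, cut at about 30% in these data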; also: 0% is about no effect
#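 Potentiation of an EC20 dopamine calcium response is measured in a force-coupled, tetracycline-inducible Hek293 Trex D2 line. Compound-only kinetic reads over 180 s flag agonists before dopamine addition.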
# TRHR ag: qHTS for Small Molecule Agonists and Allosteric Enhancers of Human TRH Receptor: Primary Screen for Agonists | Thyrotropin-releasing hormone receptor (Homo sapiens), P34981 | TRHR cells, calcium flux fluo-8, FDSS agonist mode | activation, % at 2 µM | hit rate 0.18% among 360,000; in the data active = activation above about 30%; also: 0% is about no effect
#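 TRHR-expressing cells loaded with fluo-8 calcium dye; 23 nL library compound pin-transferred, kinetic FDSS fluorescence (Ex 480/Em 530) recorded about 180 s for agonist-induced calcium release, before a 10 nM TRH EC20 addition for potentiator mode.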
# RXFP1 antag: qHTS Assay for Antagonists of the Relaxin Receptor RXFP1; Relaxin receptor 1 (Homo sapiens), Q9HBX9; HEK293-RXFP1, relaxin-stimulated cAMP HTRF, 30 min; active compounds read low; activity change, negative = inhibition, % at 57.5 µM; hit rate 0.59% among 350,000; AID 1259400, 2018;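 active = activity change of -60% or lower, but not beyond a set lower limit; inconclusive = change between -60% and -40%, or beyond the set limit; inactive = change above -40%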; also: % is scaled to controls: 0 for no effect and ±100 for the full control effect
# D1 antag: Antagonist of Human D 1 Dopamine Receptor: qHTS | hit rate 3.2% among 360,000 | activity change, negative = inhibition, % at 10 µM | HEK293 TREx D1 cells, calcium flux, dopamine EC80; active compounds read low; in the data active = activity change below about -30%; also: % is scaled to controls: 0 for no effect and ±100 for the full control effect
#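 Antagonism measured as reduced calcium response to an EC80 dopamine addition following 180 s compound pre-read; cells were inducible HEK293 Trex D1 plated overnight at 30 C, read kinetically at 1 cycle/sec.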
# The depositor's hits bear a star; ? = inconclusive; · = not tested or not shown; & = joins results of further samples; [ ] = dose if it differs, or a comment. Unless noted, calls follow the shape of the dose curve; as a rule, active = well fitted curve in the direction sought with a large enough effect; inconclusive = small, poorly fitted or top-dose-only effect, or another doubt; inactive = no such curve, though single readings can be large; an effect the other way counts as inactive or inconclusive. Some of the compounds tested, so the mix of outcomes need not match the whole.
SMILES,RXFP1 agonist,Apoferritin bind,D1 ag,D1 PAM,TRHR PAM,D2 potentiator,TRHR ag,RXFP1 antag,D1 antag
Cc1cccc(N2CC(C(=O)OCC(=O)c3c(N)n(CC(C)C)c(=O)n(C)c3=O)CC2=O)c1C (centres undefined),-1.6%,·,2,-6,4,-5,-0.2,-17,-17
Cc1ccc(C)c(NC(=S)N(Cc2ccco2)C(C)c2cccs2)c1 (centres undefined),-2.9%,-11%,2,-3,6,·,-0.1,12,-4
COc1ccc(C(=O)NCCS(=O)(=O)NCc2ccccc2)cc1,0.8%,·,0,-2,-2,17,0.2,-14,1
COCCn1c(SCC(=O)N(C(C)C)C(C)C)nnc1-c1cc2ccccc2cc1O,2.9%,?,1,-6,0,-5,1.0,-14,4
O=C(Nc1cc(S(=O)(=O)Nc2ccc(Cl)cc2)ccc1N1CCCCC1)c1ccc(F)cc1Cl,0.0%,-13%,5,-8,28,2,-0.3,-1,-4
CN(C)S(=O)(=O)c1ccc2c(c1)N(CC(=O)N1CCCCC1)CCS2,-1.3%,-3%,0,0,-4,1,0.8,·,-4
COc1ccc(C(=O)NCC(c2cccnc2)N2CCN(c3ccccc3)CC2)cc1OC (centres undefined),1.0%,-15%,0,-4,1,14,-0.1,11,4
O=[N+]([O-])c1ccc2c(c1Nc1ccccc1Cl)=NC1(CCCCC1)N=2,-0.8%,-8%,7,2,-4,6,-0.2,-5,8
CCOC(=O)c1[nH]c2ccc(Br)cc2c1NC(=O)CCN1CCCC(C)(C)C1,2.3%,-6%,8,4,1,-18,0.3,6,-4
CC(C)Sc1nc(N)c2c3c(sc2n1)CN(C)CC3,5.3%,-2%,4,1,2,-5,0.9,6,-13
Cc1oc(-c2ccccc2F)nc1CS(=O)(=O)CC(=O)NCCCN(C)C1CCCCC1,0.6%,-5%,1,-9,8,2,0.0,4,1
CCCCC(=O)Nc1ccc(C(=O)NNC(=S)NC(=O)c2ccco2)cc1,-0.5%,-12%,1,-1,28,·,-0.4,1,13
O=C(CCCc1c[nH]c2ccccc12)NCc1ccc2c(c1)OCO2,-0.3%,-20%,3,-2,3,-4,-0.3,4,-4
O=[N+]([O-])c1cccc(C(=S)N2CCN(c3ccccc3F)CC2)c1,0.3%,-22%,2,-2,-2,-5,0.8,-2,-14
CS(=O)(=O)N(CC(=O)N1CCCCC1)c1ccc2c(c1)OCO2,0.2%,0%,-3,-1,1,-14,1.4,9,24
COc1ccc2c(CC(=O)Nc3ccc(C)cc3)coc2c1,-0.4%,0%,3,-2,6,-12,-0.5,-3,-8
O=C(NN=C1CCCCCC1)c1ccc(Br)o1,0.9%,-4%,0,0,-4,-20,0.0,·,-18
Cc1ccc(Nc2nc(-c3ccncc3)cs2)cc1,-0.5%,-7%,3,-8,-3,-3,-0.1,-33,-9
Cc1ccc(NC(C(N)=O)c2c(C)[nH]c(=O)[nH]c2=O)cc1 (centres undefined),-0.4%,7%,-1,-3,-6,0,0.1,-14,-7
COC(=O)/C=C1\OC(c2ccccc2)=CC1=O,0.1%,-14%,4,-9,-5,14,1.1,·,14
CCN(CC)C(CNC(=O)CSc1nnnn1-c1ccc(C)c(C)c1)c1ccco1 (centres undefined),0.6%,·,6,-5,10,1,-0.1,-5,-3
CCC(=O)N1CCc2cc(S(=O)(=O)NC(C(=O)NCc3ccc(F)cc3)C(C)C)ccc21 (centres undefined),0.1%,-7%,0,-5,3,-8,-0.2,-7,7
COc1ccc(/C=N/NC(=O)c2ccncc2)c(OC)c1,5.2%,-20%,0,-4,-1,6,0.9,11,-2
CCc1ccc(NS(=O)(=O)c2ccc3[nH]cc(C(=O)N(C)Cc4ccco4)c(=O)c3c2)cc1,0.5%&0.9%,?,5&25,1&-6,-4&-11,-8,0.0&1.4,9&-21,-16&-14
CCOc1ccc(CC(=O)NCCc2csc(-c3ccc(Cl)cc3)n2)cc1,4.4%,6%,6,-2,-1,14,-1.1,-8,-17

# (cont.)
SMILES,RXFP1 agonist,Apoferritin bind,D1 ag,D1 PAM,TRHR PAM,D2 potentiator,TRHR ag,RXFP1 antag,D1 antag
OC(Cn1cncn1)c1ccc(Cl)cc1 (centres undefined),3.6%,-6%,2,3,2,-1,-0.1,22,-7
O=C(CN1C(=O)CSC1=O)Nc1ccccc1N1CCOCC1,-0.1%,-9%,2,-7,5,-8,-0.5,-2,-5
O=C(NCc1nnc(-c2nc3ccccc3[nH]2)o1)C1CCCCC1,·,·,0,-3,-6,·,0.5,·,0
O=C(NCc1nc2ccccc2[nH]1)C1=C[C@H](c2ccccc2)C[C@H](OCc2ccc(CO)cc2)O1,-0.2%,-9%,20,-4,7,3,-0.6,·,17
OCCC1CN(Cc2nc(-c3ccccc3)cs2)CCN1C1CCCC1 (centres undefined),-2.8%,-6%,6,-10,-3,-19,-0.5,2,-19
COc1ccc(C(C)(C)C)cc1NC(=O)COC(=O)c1cc(SC)ccc1Cl,-1.0%,-1%,10,-3,3,0,1.6,-34,-25
O=C(CC(Nc1ccccc1Cl)C(=O)O)c1ccccc1 (centres undefined),1.5%,-6%,3,13,-5,-8,0.3,-16,2
C=CCNC(=O)c1onc(CSc2cc(C)ccc2C)c1C(=O)O,1.2%,-10%,-1,-2,-2,2,0.4,·,12
COc1cccc(-n2nnc3c(=O)n(CC(=O)Nc4ccccc4C)cnc32)c1,1.7%,-3%,1,2,13,-1,0.0,-8,12
CCc1ccc(-c2nc(SCC(=O)c3c(N)n(C4CC4)c(=O)[nH]c3=O)n[nH]2)cc1,-0.4%,·,2,5,-2,5,-0.5,-17,9
COc1cc2c(c(OC)c1OC)-c1ccc(NC(=O)c3ccccc3)c(=O)cc1[C@@H](NC(C)=O)CC2,2.1%,-16%,1,1,1,9,1.8,-3,4
Cc1nnc(SCC(=O)NC2CC2)n1CCc1ccccc1,1.1%,-20%,4,8,0,8,0.6,-8,3
N#Cc1ccccc1NC(=O)COC(=O)c1ccc(S(=O)(=O)N2CCCC2)cc1,2.0%,-19%,6,-7,-4,-7,0.2,-26,10
CC(=O)NCCc1nc2ccccc2n1Cc1cc(C)ccc1C,1.0%,5%,4,0,-1,·,0.0,-1,-4
COc1cc2ccccc2cc1C(=O)Nc1ccccc1C,3.2%,-7%,1,-3,-5,1,0.9,-24,-3
CC1CC(C)(C)CC2(C1)NC(=S)N(c1ccccc1)N2 (centres undefined),-1.0%,-14%,0,-7,-1,2,0.1,-9,2
O=C(Oc1ccc(OC(=O)N2CCCCC2)cc1)N1CCCCC1,1.7%,7%,2,5,-4,4,-1.0,·,-14
COc1ccc(C)cc1NS(=O)(=O)c1cc(Br)cc2c1N(C(C)=O)C(C)C2 (centres undefined),-5.1%,-4%,-1,1,-4,0,0.1,·,-11
Cc1ccc(S(=O)(=O)Cn2nnnc2C(C(C)C)N2CCN(Cc3ccco3)CC2)cc1 (centres undefined),0.9%,-13%,0,-2,-13,3,0.2,-4,-7
CCCn1nnnc1SCC(=O)N1CCOCC1,0.5%,-7%,1,-1,16,2,0.0,-1,21
COc1ccc(C(=O)N2CC=C(c3ccccc3)CC2)cc1S(=O)(=O)N1CCOCC1,1.4%,-13%,1,-4,7,-20,0.5,1,7
COc1ccc(C2=NCCn3nc4ccccc4c32)cc1,-1.7%,·,0,-3,1,5,-0.5,·,-45*
CC1(C)CC(=O)C=C(N2CCCC2)C1,0.5%,5%,3,-2,-3,8,-0.8,-12,-5
CCC1CCCCN1C(=O)COC(=O)CN(C)S(=O)(=O)c1ccc(NC(C)=O)cc1 (centres undefined),-0.7%,·,2,5,6,18,0.7,-15,0
CC(C)n1c(C(=O)OCC(=O)NCc2ccc3c(c2)OCO3)cc2occc21,-1.4%,-22%,2,-1,-1,-2,-0.3,21,6

# Remaining list, next part
SMILES,RXFP1 agonist,Apoferritin bind,D1 ag,D1 PAM,TRHR PAM,D2 potentiator,TRHR ag,RXFP1 antag,D1 antag
CCCOC(=O)c1cccc(Nc2nc(CCC)cc(=O)[nH]2)c1,-1.8%,-8%,14,-1,0,-13,6.1,-15,-21
CCOc1ccccc1NC(=O)Cn1c(=O)n(-c2ccc(F)cc2)c(=O)c2c3c(sc21)CN(C(C)=O)CC3,2.0%,-10%,1,-6,-6,·,0.7,·,18
Cc1cccc(C)c1NC(=O)CNC(=O)C1CC(=O)N(Cc2ccccc2)C1 (centres undefined),0.9%,·,-1,-1,2,·,-0.3,10,9
O=C(Oc1oc(-c2ccco2)nc1C=Nc1ccccc1)c1ccco1,1.0%,-1%,0,2,5,-9,0.5,-9,1
CCOc1cc(/C=C2\SC(N)=NC2=O)ccc1O,-5.0%,-18%,8,-12,12,5,4.6,2,-6
O=C(Nc1ccc(S(=O)(=O)N2CCCCC2)cc1)c1ccc(F)cc1,0.2%,-15%,9,-7,-5,·,1.0,0,-11
CCNC(=S)Nc1c(C)n(C)n(-c2ccccc2)c1=O,-3.1%,-5%,0,-4,-2,17,1.0,0,1
O=C(CSc1nnc(-c2ccccc2)n1-c1ccccc1)c1ccc[nH]1,1.7%,-1%,6,5,3,1,-0.3,10,-15
COc1ccccc1NC(=S)N(Cc1ccc(C)cc1)Cc1cccnc1,-0.3%,68%[activator],4,-4,-4,2,-0.3,-6,-17
O=C(O)COc1ccccc1/C=N/NC(=O)CSc1nc2ccccc2n1Cc1ccccc1Cl,-1.5%,-16%,0,0,2,-4,0.0,-17,1
COc1ccc(-c2noc(CSc3nc(-c4ccccc4)cc(=O)[nH]3)n2)cc1,-0.8%,1%,0,-5,0,·,-0.9,-12,-4
CCc1ccccc1N(C)C(=O)c1cnc(N2CCOCC2)c2ccccc12,6.6%,-11%,0,-3,-6,6,-0.2,-10,-13

# Assay outcomes: PubChem BioAssay, National Center for Advancing Translational Sciences (NCATS)
